Screening data: PubChem, The Scripps Research Institute Molecular Screening Center
FBW7 act = FBW7 E3 ligase activators, primary screen, biochemical, AlphaScreen, human | 0.13% of 650,000 active | AID 1259310, 2017 | AlphaScreen FBW7–phospho-cyclin E peptide binding, activator screen | normalized activity (activation), % at 26.1 µM; in the data active = normalized activity above about 1.9%;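 note: purified mutant Fbw7 with reduced substrate affinity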
TEAD-YAP inh = TEAD-YAP interaction inhibition, primary screen, TEAD-YAP interaction inhibitor project, luminescence, HEK-TIYL cells; TEAD-Gal4/YAP UAS-luciferase luminescence; inhibition, % at 9.12 µM; 1.4% of 640,000 active; in the data active = inhibition above about 32%;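 note: 0% = median of test compound wells and 100% = reference inhibitor wells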
MITF primary = MITF inhibitors, primary screen, biochemical, AlphaScreen, human; AlphaScreen MITF homodimerization, bead proximity signal; inhibition, % at 2.6 µM; 0.91% of 650,000 active; Microphthalmia-associated transcription factor (Homo sapiens), O75030; in the data active = inhibition above about 50%;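 note: 0% = vehicle wells with protein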
Target sequence (O75030 whole entry, looked up): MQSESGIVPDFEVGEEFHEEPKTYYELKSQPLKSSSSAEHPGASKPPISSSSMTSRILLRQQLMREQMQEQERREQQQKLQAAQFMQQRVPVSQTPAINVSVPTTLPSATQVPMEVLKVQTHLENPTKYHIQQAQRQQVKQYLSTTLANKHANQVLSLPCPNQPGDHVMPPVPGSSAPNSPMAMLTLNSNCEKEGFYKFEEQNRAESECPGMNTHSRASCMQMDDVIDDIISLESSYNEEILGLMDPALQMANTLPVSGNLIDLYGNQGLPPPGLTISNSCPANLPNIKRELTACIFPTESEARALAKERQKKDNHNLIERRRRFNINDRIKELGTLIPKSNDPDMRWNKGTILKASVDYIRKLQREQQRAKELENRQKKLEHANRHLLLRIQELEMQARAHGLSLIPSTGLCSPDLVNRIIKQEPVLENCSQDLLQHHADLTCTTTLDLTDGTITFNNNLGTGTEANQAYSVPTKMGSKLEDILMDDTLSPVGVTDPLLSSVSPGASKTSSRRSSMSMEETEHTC
GPR151 activ = activators of human GPR151, primary screen, cell-based, PathHunter beta-arrestin, luminescence; G-protein coupled receptor 151 (Homo sapiens), Q8TDV0; 1% of 650,000 active; activation, % at 11.2 µM; PathHunter beta-arrestin GPR151 cells; in the data active = activation above about 4.9%;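 note: 0% = median of compound wells and 100% = cells with positive control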
Target sequence (Q8TDV0 whole entry, looked up): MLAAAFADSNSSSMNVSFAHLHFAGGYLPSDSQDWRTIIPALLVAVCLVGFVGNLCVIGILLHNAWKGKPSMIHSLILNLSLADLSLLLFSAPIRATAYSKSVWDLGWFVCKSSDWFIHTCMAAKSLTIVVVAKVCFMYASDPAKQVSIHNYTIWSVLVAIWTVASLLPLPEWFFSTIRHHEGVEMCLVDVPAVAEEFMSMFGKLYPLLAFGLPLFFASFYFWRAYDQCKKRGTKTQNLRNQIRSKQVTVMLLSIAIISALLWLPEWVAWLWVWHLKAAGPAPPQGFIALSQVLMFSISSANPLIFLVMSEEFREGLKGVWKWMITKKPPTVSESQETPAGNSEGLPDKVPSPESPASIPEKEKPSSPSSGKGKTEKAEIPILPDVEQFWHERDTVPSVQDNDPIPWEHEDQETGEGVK
An asterisk follows results filed as active; & = joins results of further samples.

#	structure	FBW7 act	TEAD-YAP inh	MITF primary	GPR151 activ
1	Cc1ccc(NS(=O)(=O)c2ccc(C(=O)OCC(=O)Nc3ccccc3C#N)cc2)cc1	-0.1	17.1	-12.4	0.2
2	O=C(Nc1ccc(Cl)cc1C(=O)c1ccccc1)c1cccc(Nc2nc(-c3ccccc3)c3cc(Cl)ccc3n2)c1	-0.1	-7.1	0.5	1.0
3	CC(C(=O)NC1CCCCC1)N(Cc1cccs1)C(=O)c1snc(C(N)=O)c1N (stereo not drawn)	0.2	-7.1	13.9	-0.9
4	CCn1c(=O)c2ccccc2n2c(SCC(=O)Nc3nccs3)nnc12	-0.1	-0.2	0.8	-0.4
5	C=CCc1cc(C)ccc1OCCOCCn1ccnc1	0.1	-3.4	66.3*	0.7
6	Cc1ccc2c(c1)CCCN2C(=O)C1CCN(c2ccc(-n3cccn3)nn2)CC1	-0.1	-5.8	1.8	-7.0
7	Cc1cc(=O)[nH]c(SCc2cn3cc(Cl)ccc3n2)n1	-0.1	1.3	8.8	-0.6
8	Cc1csc(Sc2ccc(C(=O)NCCc3ccccn3)cc2[N+](=O)[O-])n1	-0.2	-2.9	-1.7	1.6
9	O=C(CNC(=O)c1cccc(F)c1)N/N=C/c1ccc(Br)cc1	0.0	-1.9	-0.4	0.4
10	CC(NC(=O)c1cc(C2CC2)on1)c1ccccc1 (stereo not drawn)	0.1	-12.8	-1.2	-1.1
11	CN(C(=O)c1cccc(S(=O)(=O)N(C)C)c1)C1CCS(=O)(=O)C1 (stereo not drawn)	-0.2	1.5	11.8	0.0
12	COc1ccc([N+](=O)[O-])cc1NS(=O)(=O)c1ccc(Cl)c(C(=O)O)c1	0.1	8.3	-10.7	0.3
13	COc1cc(SC)ccc1C(=O)NCCN1CCOCC1	0.4	-31.1	10.6	0.0
14	Cc1ccc(C(=O)Nc2ccc(O)cc2)cc1S(=O)(=O)N1CCOCC1	0.1	25.9	2.5	2.2
15	CN(Cc1ccsc1)Cc1ccc(C(=O)NC2CCC(O)CC2)c(=O)[nH]1 (stereo not drawn)	0.1	8.7	7.5	0.8
16	CCOC(=O)c1c(NC(=O)c2cccc(C)c2)sc(C(=O)Nc2cc(C(F)(F)F)ccc2Cl)c1C	-0.1	1.8	15.8	0.4
17	O=C(N[C@H]1C[C@H]2C(=O)N3CCC[C@H]3C(=O)N2C1)c1cc(F)cc(F)c1	-0.3	-2.5	1.8	0.1
18	COc1ccccc1NC(=O)Cn1c(=O)n(Cc2ccccc2)c(=O)c2ccccc21	-0.1	5.7	12.7	1.3
19	O=S(=O)(CC(CN1CCCC1)N1CCCC1)c1ccccc1 (stereo not drawn)	0.0	12.8	-4.2	-0.1
20	COc1cc(CN2CCN(c3ccc([N+](=O)[O-])cc3)CC2)ccc1O	-0.1	-5.7	14.8	0.2
21	CCOc1ccc(N(C)S(=O)(=O)c2ccc3[nH]cc(C(=O)N4CCCC4)c(=O)c3c2)cc1	-0.1	17.8	5.8	-0.4
22	CCOC(=O)c1sc2nc(C)nc(SCC(N)=O)c2c1C	0.1	-1.5	15.5	4.3
23	CCN(CC)C(=O)c1cc2c(=O)n3ccccc3nc2s1	0.1	-32.0	3.4	-0.5
24	CCN=C1SC(C(=O)Nc2ccc(OCC)cc2)CC(=O)N1CC (stereo not drawn)	0.4	2.3	19.5	-1.6
25	COCCn1c(SCC(=O)c2ccccc2)nnc1-c1c[nH]c2ccccc12	0.0	2.2	1.0	0.8

Carrying on.
#	structure	FBW7 act	TEAD-YAP inh	MITF primary	GPR151 activ
26	CN1C(=O)/C(=C\c2c[nH]c3ccccc23)c2ccccc21	-0.2	0.2	10.4	0.6
27	O=C(Nc1cccnc1)c1ccc(C2CCCCC2)cc1	0.1	-78.1	4.3	1.8
28	Cc1cc(C)cc(C(=O)Nc2c3c(nn2-c2ccc(Cl)cc2)CSC3)c1	0.0	-3.4	2.2	0.9
29	COc1cc(OC)c(NC(=O)C2CCCN(S(=O)(=O)c3cnc[nH]3)C2)cc1Cl (stereo not drawn)	0.8	-8.3	-0.8	2.0
30	CCn1c(C(=O)O)c(CNCCc2ccc(Cl)cc2)c2ccccc21	0.9	12.2	6.8	-0.2
31	CCn1c(SCC(=O)Nc2ccc(N(C)C)cc2)nnc1C1CC1	-0.1	7.9	-6.1	-0.2
32	CC(C)(C)NC(=O)CN(Cc1cccnc1)C(=O)C(=O)Nc1ccc2c(c1)OCCO2	0.0	2.4	4.8	3.5
33	Cc1c(C(=O)NC2CCCCC2)sc2nc(-c3cccc([N+](=O)[O-])c3)cn12	0.2	0.8	11.8	1.3
34	Cc1cccc(-n2ncc3c(Nc4ccc(C)c(Cl)c4)ncnc32)c1	0.1	0.8	-16.8	1.6
35	Cc1cccc(N2CCN(C(=O)C(Cc3ccccc3)NC(N)=O)CC2)c1C (stereo not drawn)	-0.1	4.1	-7.1	0.3
36	Cc1ccc(NS(=O)(=O)c2ccc(Cl)c(C(=O)O)c2)cc1	0.0	-4.1	4.9	-0.6
37	Cc1ccccc1OCC(=O)NC1CC(C)(C)NC(C)(C)C1	0.1	-2.7	-1.7	0.2
38	Cc1cccc(C)c1NC(=O)CSCC(=O)Nc1ccccc1	0.2	-0.9	-2.3	-1.9
39	CC(C)c1ccc(NC(=O)c2cc3c(=O)oc4ccccc4c3s2)cc1	0.0	-3.8	11.1	-0.4
40	C=CCOCC(O)CS(=O)Cc1ccc(Cl)cc1 (stereo not drawn)	-0.1	7.1	11.5	-0.4
41	COc1ccc(C(C)(C)C)cc1NC(=O)COC(=O)c1ccc([N+](=O)[O-])o1	0.1	2.2	10.4	0.0
42	COC(=O)C1=C(C)NC(=O)CC1c1cccc(Br)c1 (stereo not drawn)	0.0	-2.7	11.6	1.0
43	O=C1C(Cc2ccccc2)N=C2c3ccccc3N=C(SCc3ccccc3F)N12 (stereo not drawn)	0.1	-12.2	-3.8	2.4
44	COc1ccc(C(=O)/C=C/c2cccc(N)c2)cc1	0.4	-40.2	20.1	0.0
45	CCN(CC)CCCNC(=O)c1cc(Nc2ccc(OC)cc2OC)nc2ccccc12	-0.5	8.0	4.9	-0.2
46	CCOc1ccc(S(=O)(=O)Nc2ccccc2C(=O)NCCc2ccccc2)cc1	0.1	-5.1	13.3	-0.4
47	COc1ccc(Cl)cc1NC(=O)c1sc2nc(C)nc(N3CCC(C)CC3)c2c1C	-0.2	9.0	-8.9	1.2
48	COC(=O)N1c2ccccc2C=CC1C#N (stereo not drawn)	0.0	-4.0	0.1	0.7
49	O=C(Cn1cnc2c(nnn2Cc2ccccc2)c1=O)N1CCCC1	0.0	2.2	8.6	0.5
50	Cc1sc(NC(=O)/C=C/c2ccc3c(c2)OCO3)c(C(N)=O)c1C	-0.1	-4.8	-5.6	-1.5

Compound profiles (already shown).
Shown for `CCOC(=O)c1c(NC(=O)c2cccc(C)c2)sc(C(=O)Nc2cc(C(F)(F)F)ccc2Cl)c1C` : FBW7 act = -0.1; TEAD-YAP inh = 1.8; MITF primary = 15.8; GPR151 activ = 0.4
Shown for `Cc1sc(NC(=O)/C=C/c2ccc3c(c2)OCO3)c(C(N)=O)c1C` : FBW7 act = -0.1; TEAD-YAP inh = -4.8; MITF primary = -5.6; GPR151 activ = -1.5

Next structures.
#	structure	FBW7 act	TEAD-YAP inh	MITF primary	GPR151 activ
51	Cc1ccc(-c2nc(Nc3ccccc3)s[n+]2CS(=O)(=O)c2ccccc2)cc1	-0.1	66.3*	9.1	-4.6
52	O=C(CSc1cn(Cc2cccc(F)c2)c2ccccc12)Nc1ccc(F)cc1	0.3	-5.6	2.4	0.8
53	Cn1c(=O)c2c(ncn2CC(=O)Nc2ccc3ccccc3c2)n(C)c1=O	-0.3	7.7	-2.5	0.1
54	COc1ccccc1/C=C1/N=C(c2cc(I)ccc2Cl)NC1=O	0.0	-9.5	1.5	0.3
55	Cc1cc(NCCc2ccc(O)cc2)nc(-c2c(C)nn(C)c2C)n1	-0.2	11.4	9.8	-0.5
56	CC(C)N(C(=O)CSc1nnc2cc(-c3ccccc3)nc(N)n12)C(C)C	0.1	0.6	-5.5	-0.6
57	CN1C(=O)S/C(=C\c2ccc(-c3ccc(C(=O)O)c(Cl)c3)o2)C1=O	0.0	-7.9	21.4	0.1
58	CN(Cc1ccccc1)C(=O)CCC1CCN(C(=O)C(=O)c2ccccc2)CC1	-0.2	-19.3	-7.1	5.2*
59	CN(CC(=O)N1CCC(C(N)=O)CC1)S(=O)(=O)c1cc(Cl)ccc1Cl	0.0	2.4	0.0	1.7
60	COc1ccc2c(c1)C=C(CN1CCC3(CC1)NC(=O)c1ccccc1O3)CO2	0.2	5.7	14.1	1.1
61	O=C(CN1N=C(c2ccc(Cl)cc2)CCC1=O)NC1CCCCC1	0.0	1.1	-0.9	-0.5
62	O=C(NN=C1CCCCC1)c1ccc(Cl)cc1	-0.1	-22.3	15.0	1.6
63	CCC1CCCCN1Cc1ccc(C(N)=O)c(=O)[nH]1 (stereo not drawn)	0.2	9.9	3.5	0.8
64	COc1ccc(OC)c(CC(=O)N[C@H](C)Cn2nnc3ccccc32)c1	0.0	5.1	-15.5	-0.2
65	CC(=O)c1ccc(NC(=O)CCc2nc3cccnc3n2-c2ccccc2)cc1	0.3	12.9	11.6	0.9
66	C=C(C)[C@H]1Cc2nc(N)nc(C)c2C1	0.2	-10.7	17.2	0.0
67	COC(=O)/C(=C/NCCc1c[nH]c2ccccc12)[N+](=O)[O-]	0.0&-0.2	4.5&2.1	-4.3&5.1	-1.2&-0.7
68	COC(=O)c1ccccc1NC(=O)CSc1nc2ccccc2c(=O)n1CCCC(=O)NCC1CCCO1 (stereo not drawn)	0.0	6.8	-4.6	-0.8
69	Cc1ccc(NCC(=O)N/N=C/c2ccccc2[N+](=O)[O-])c(C)c1	0.1	8.9	12.8	-0.8

Random excerpt: 4 compounds from above, in no set order.
#	structure	FBW7 act	TEAD-YAP inh	MITF primary	GPR151 activ
67	COC(=O)/C(=C/NCCc1c[nH]c2ccccc12)[N+](=O)[O-]	0.0&-0.2	4.5&2.1	-4.3&5.1	-1.2&-0.7
63	CCC1CCCCN1Cc1ccc(C(N)=O)c(=O)[nH]1 (stereo not drawn)	0.2	9.9	3.5	0.8
61	O=C(CN1N=C(c2ccc(Cl)cc2)CCC1=O)NC1CCCCC1	0.0	1.1	-0.9	-0.5
64	COc1ccc(OC)c(CC(=O)N[C@H](C)Cn2nnc3ccccc32)c1	0.0	5.1	-15.5	-0.2

Compounds listed so far that have a tert-butyl group:
#	structure	FBW7 act	TEAD-YAP inh	MITF primary	GPR151 activ
32	CC(C)(C)NC(=O)CN(Cc1cccnc1)C(=O)C(=O)Nc1ccc2c(c1)OCCO2	0.0	2.4	4.8	3.5
41	COc1ccc(C(C)(C)C)cc1NC(=O)COC(=O)c1ccc([N+](=O)[O-])o1	0.1	2.2	10.4	0.0

Look-ups from the results shown.
For GPR151 activ, `CN1C(=O)S/C(=C\c2ccc(-c3ccc(C(=O)O)c(Cl)c3)o2)C1=O` shows 0.1
For MITF primary, `COC(=O)c1ccccc1NC(=O)CSc1nc2ccccc2c(=O)n1CCCC(=O)NCC1CCCO1` (stereo not drawn) shows -4.6
For MITF primary, `CN(CC(=O)N1CCC(C(N)=O)CC1)S(=O)(=O)c1cc(Cl)ccc1Cl` shows 0.0
For TEAD-YAP inh, `O=C(CSc1cn(Cc2cccc(F)c2)c2ccccc12)Nc1ccc(F)cc1` shows -5.6
